# FLuc inh – qHTS Assay for Inhibitors of Firefly Luciferase | Luciferin 4-monooxygenase (Photinus pyralis), P08659 | purified firefly luciferase, luminescence, 8 min | Potency, µM (titrated, usually from 57.1 µM), for the others: top-dose activity change, negative = inhibition, actives largely listed as inhibitors | 2.2% of 72,000 active | AID 411, 2009; further: potency means the concentration at half of the fitted maximal effect; on the % scale 0 is the no-effect control and ±100 the full control effect; nearly all actives have a fitted effect of over 40% in size
#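 Luminescence read-out after 8 min at room temperature; enzyme reaction used luciferin plus 10 uM ATP (linear range) in imidazole buffer pH 7.2 with KCl, MgCl2, Tween 20 and BSA. Each sample was run as a titration.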
# HADH2 inh – qHTS Assay for Inhibitors of HADH2 (Hydroxyacyl-Coenzyme A Dehydrogenase, Type II). 3.4% of 73,000 active. Potency, µM (highest dose often 57.1 µM), for inactives: at the top dose activity change, negative = inhibition, usual class: inhibitors. recombinant HADH2, NADH fluorescence, beta-hydroxybutyryl-CoA. 3-hydroxyacyl-CoA dehydrogenase type-2 (Homo sapiens), Q99714. AID 886, 2007; further: potency means the concentration at half of the fitted maximal effect; on the % scale 0 is the no-effect control and ±100 the full control effect; nearly all actives have a fitted effect of over 60% in size; many of its hits are not listed in these tables
# Target sequence (Q99714 whole entry, looked up, one chain of several): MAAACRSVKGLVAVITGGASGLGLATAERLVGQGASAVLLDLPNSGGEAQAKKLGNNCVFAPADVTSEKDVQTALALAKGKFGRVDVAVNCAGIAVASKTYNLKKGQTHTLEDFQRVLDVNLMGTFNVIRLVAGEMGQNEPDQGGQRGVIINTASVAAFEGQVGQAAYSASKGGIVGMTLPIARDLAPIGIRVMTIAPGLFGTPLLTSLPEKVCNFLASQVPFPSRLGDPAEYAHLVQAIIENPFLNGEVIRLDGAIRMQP
#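 Activity measured as NADH fluorescence gain (360/450 nm), taken as the change between first and last reads of a 4-min kinetic run. Conditions: pH 9.0 Tris buffer, 20 nM E. coli-expressed His-tagged enzyme, 1 mM NAD+, 90 uM beta-hydroxybutyryl-CoA; 15-min compound preincubation.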
# CRE-bla Fsk – Cell signaling CRE-BLA (Fsk stim). CHO CRE-bla reporter (cAMP response element driving beta-lactamase), forskolin EC10, beta-lactamase ratio. Potency, µM (top dose mostly 38.2 µM), for inactives: top-dose activity change, negative = inhibition, usual class: activators. 2.5% of 71,000 active. AID 662, 2007; active means well fitted activation curve with a large enough effect in the signal ratio, with a control signal flat, not every such curve was filed as active; inconclusive means small, poorly fitted or top-dose-only effect, or effect the other way, or a change in a side signal; the % refers to the signal ratio; further: potency means the concentration at half of the fitted maximal effect; % of control where 0% means no effect
#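 Beta-lactamase reporter under a cAMP responsive element in CHO cells; compounds tested in titration series against EC10 NKH 477, 3 h at 37 °C. Read-out: CCF4 FRET ratio 460nm/530nm (excitation 405nm) giving %Activity, fitted to AC50.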
# ERK AVP inh – qHTS Assay for Inhibitors of the ERK Signaling Pathway using a Homogeneous Screening Assay; 0.99% of 72,000 active; Potency, µM (titrated, usually from 57.5 µM), for inactives: at the top dose activity, negative = inhibition, most hits filed as inhibitors; HEK293-V1b, vasopressin-stimulated pERK AlphaScreen; further: potency means the concentration at half of the fitted maximal effect; on the % scale 0 is the no-effect control and ±100 the full control effect; nearly all actives have a fitted effect of over 55% in size
#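 Phosphorylated ERK1/2 detected via AlphaScreen bead proximity in lysates of V1b-expressing HEK293 cells given 25 nM vasopressin for 5 min after 30 min compound exposure (37 °C). AC50 from Hill equation; basal DMSO 0%, vasopressin 100%.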
# Pol III holo inh – qHTS Assay for Inhibitors of DNA Polymerase III Holoenzyme System | reconstituted DNA polymerase III holoenzyme replication, biochemical | Potency, µM (series often up to 57.1 µM), without a hit: at the highest dose activity change, negative = inhibition | 0.25% of 71,000 active; further: potency means the concentration at half of the fitted maximal effect; on the % scale 0 is the no-effect control and ±100 the full control effect
#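 Reconstituted *E. coli* holoenzyme (0.35 nM Pol III, 1 nM beta, 154 nM SSB, 2 nM primase) was preincubated with compound for 15 min at RT. Synthesis on 1.4 nM ssM13Gori ran 35 min, then was stopped with PicoGreen/EDTA and read as dsDNA fluorescence.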
# Hsp90 Hop PPI – qHTS Assay for Disrupters of an Hsp90 Co-Chaperone Interaction. Hsp90 C-terminal peptide / TPR2A (Hop) interaction, human. AlphaScreen TPR2A-His6 binding biotin-Hsp90 C-terminal peptide. Potency, µM (series often up to 57 µM), for the others: top-dose activity change, negative = inhibition. 0.44% of 71,000 active. AID 595, 2007; active means well fitted curve in either direction with a large enough effect; inconclusive means small, poorly fitted or top-dose-only effect, or another doubt; further: potency means the concentration at half of the fitted maximal effect; on the % scale 0 is the no-effect control and ±100 the full control effect; many of its hits are not listed in these tables
# GFP derepression – qHTS Assay for Epigenetic Modulators | mouse C127i GFP locus derepression, cytometry, 30 h | Potency, µM (top dose mostly 46.1 µM), without a hit: at the top dose GFP derepression (activation) | 0.09% of 68,000 active; further: % of control where 0% means no effect
#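 Locus derepression in mouse mammary C127i cells whose integrated CMV-GFP reporter is normally silent; GFP expression after 30 h compound treatment was quantified by counting fluorescent cells.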
# Tau filament bind – qHTS Assay for Tau Filament Binding | recombinant tau filaments, thioflavin S fluorescence, 15 h; filaments grown with octadecylsulfate alongside compound | Microtubule-associated protein tau (Homo sapiens), P10636 | 2% of 71,000 active | Potency, µM (series often up to 57.1 µM), for inactives: top-dose activity change, negative = inhibition | AID 596, 2007;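 further: potency means the concentration at half of the fitted maximal effect; on the % scale 0 is the no-effect control and ±100 the full control effect; actives lower thioflavin S fluorescence by blocking filaments or displacing dye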
#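 Read-out: ThS fluorescence, 450 nm excitation/510 nm emission; lower signal marks blocked filament formation or displaced dye. Tau at 1 uM with 30 uM ODS, 10 uM ThS, 5 mM DTT, 100 mM NaCl, 10 mM HEPES pH 7.4; 15 h, 37 C.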
# 15-hLO inh – qHTS Assay for Inhibitors of 15-hLO (15-human lipoxygenase); Polyunsaturated fatty acid lipoxygenase ALOX15 (Homo sapiens), P16050; purified 15hLO-1, xylenol orange hydroperoxide absorbance; Potency, µM (titrated, usually from 57.1 µM), for inactives: at the top dose activity change, negative = inhibition, usual class: inhibitors; 1.4% of 74,000 active; further: potency means the concentration at half of the fitted maximal effect; on the % scale 0 is the no-effect control and ±100 the full control effect; nearly all actives have a fitted effect of over 55% in size
# Target sequence (P16050 whole entry, looked up): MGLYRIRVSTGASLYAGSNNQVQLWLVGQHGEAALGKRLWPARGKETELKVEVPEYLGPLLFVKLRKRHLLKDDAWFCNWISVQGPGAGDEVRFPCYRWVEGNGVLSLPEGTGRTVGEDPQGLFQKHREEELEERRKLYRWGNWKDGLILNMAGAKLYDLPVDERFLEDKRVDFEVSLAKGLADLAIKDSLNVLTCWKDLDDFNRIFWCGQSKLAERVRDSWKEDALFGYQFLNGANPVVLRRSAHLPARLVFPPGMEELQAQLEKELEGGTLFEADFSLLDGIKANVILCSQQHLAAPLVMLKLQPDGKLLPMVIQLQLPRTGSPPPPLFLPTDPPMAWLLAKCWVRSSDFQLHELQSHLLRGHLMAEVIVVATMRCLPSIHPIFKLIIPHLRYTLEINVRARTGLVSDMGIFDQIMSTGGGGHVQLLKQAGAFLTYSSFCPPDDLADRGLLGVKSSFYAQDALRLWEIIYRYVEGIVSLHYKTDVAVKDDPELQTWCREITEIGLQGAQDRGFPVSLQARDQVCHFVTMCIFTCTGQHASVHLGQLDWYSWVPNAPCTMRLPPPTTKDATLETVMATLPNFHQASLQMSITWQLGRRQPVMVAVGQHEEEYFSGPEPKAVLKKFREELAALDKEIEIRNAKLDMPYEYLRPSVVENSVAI
#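 Readout: Fe(III)-xylenol orange absorbance, 573-to-405 nm ratio as reaction progress. Enzyme 40 nM purified human 15hLO-1, substrate 50 uM arachidonic acid, 6 min RT after 15 min compound preincubation; Hepes pH 7.5 buffer with Triton X-100.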
# UbGFP stabilizer – Ubiquitin-GFP Assay; Ubiquitin-GFP reporter cells, proteasome inhibition, GFP fluorescence; response scale: untreated = 0%, 10 µM MG-132 = 100%; Potency, µM (series often up to 45.9 µM), inactives show at the highest dose activation (GFP accumulation), usual class: activators; 67,000 tested, under 10 active; AID 526, 2006; active means well fitted activation curve with a large enough effect, not every such curve was filed as active; inconclusive means small, poorly fitted or top-dose-only effect, or another doubt; inactive means no such curve, though single readings can be large or run the other way; further: potency means the concentration at half of the fitted maximal effect
#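 Proteasome blockade was scored as a rise in GFP-expressing U2OS cells carrying a ubiquitin(G76V)-GFP construct, imaged after 4 hr compound treatment at 37 °C across a 46 uM–2.9 nM series.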
# HBB splice mod – qHTS Assay for Modulators of Hemoglobin Beta Chain Splicing; HBB splicing reporter cell assay, activation; EGFP reporter with mutant IVS2-654 intron; response scale: normalised to 500 nM splice-correcting PNA; Potency, µM (doses to about 46.1 µM), for inactives: top-dose activation, hits mostly activators; 0.06% of 65,000 active; AID 925, 2007; further: potency means the concentration at half of the fitted maximal effect; 0% is about no effect
#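 HeLa cells stably expressing EGFP interrupted by mutant beta-globin intron 2 (IVS2-654), 500/well in 2% FCS. Treated with compound for 2 days at 37C. Splicing correction scored as total well GFP intensity (488 nm excitation, 500-520 nm emission); 500 nM antisense PNA served as control.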
# Starred values were filed as active, the others as inactive; u = inconclusive; x = no result given; [ ] = remark or other dose. Unless noted, the call rests on the fitted dose curve; in most records, active means well fitted curve in the direction sought with a large enough effect; inconclusive means small, poorly fitted or top-dose-only effect, or another doubt; inactive means no such curve, though single readings can be large; an effect the other way counts as inactive or inconclusive. These rows are one share of the data, so the mix of outcomes need not match the whole.
# Results follow in this order: FLuc inh	HADH2 inh	CRE-bla Fsk	ERK AVP inh	Pol III holo inh	Hsp90 Hop PPI	GFP derepression	Tau filament bind	15-hLO inh	UbGFP stabilizer	HBB splice mod
- O=c1nc2n(c3ccccc13)Cc1ccccc1-2
 : 2%	10%	u	-8%	-4%	0%	2%	-11%	3%	2%	0.2%
- CCOC(=O)c1cc(C(C)=O)c(=O)n(C)c1N
 : 1%	-14%	u	-14%	0%	0%	-1%	-7%	1%	27%	-1.5%
- COc1ccc(NC(=O)c2cnc(C)cn2)c2ncccc12
 : 2%	u	-8%	1%	-8%	-4%	-1%	14%	8%	-3%	1.1%
- COc1ccccc1N=c1oc2cc(O)ccc2cc1C(=O)NCC1CCCO1 (centres undefined)
 : -7%	3%	10µM*	u	-4%	-5%	1%	-25%	-23%	0%	x
- C[C@@H](COc1ccc(/C=C\c2ccccc2)cc1)[N+](C)(C)C
 : -4%	u	1%	30%[activator]	0%	-11%	-1%	59%	-16%	0%	1.7%
- CCn1c(=O)cc(SCC(=O)N2CCN(Cc3ccc4c(c3)OCO4)CC2)c2ccccc21
 : 4%	-13%	11%	u	3%	-12%	-2%	28%	-3%	x	3.0%[0.369 µM]
- CCCCOc1ccc(C(=O)O)cc1
 : 2%	1%	u	12%	-8%	2%	-3%	-2%	6%	-1%	-1.6%
- COc1ccc(F)cc1S(=O)(=O)Nc1ccc2c(c1)OCCO2
 : 2%	5%	-18%	x	-5%	-4%	x	-5%	2%	10%	-0.7%
- COC(=O)c1[nH]c2ccc(Cl)cc2c1NC(=O)CCN1CCN(C2CCCCC2)CC1
 : 3%	-7%	5%	-10%	-6%	0%	-4%	38%	1%	2%	1.9%[57.5 µM]
- CN1CCN(c2ncncc2-c2ccoc2)CC1
 : 0%[2.29 µM]	-26%	-4%	-13%	-7%	-3%	-1%[9.22 µM]	98%	32µM*	-6%	1.3%
- CN(C)S(=O)(=O)c1ccc(C(=O)Nc2ccc(CCC(=O)N3CCCC3)cc2)cc1
 : -3%	14%	11%	-6%	-4%	-3%	0%	-5%	-1%	8%	1.9%
- CCOC(=O)N1CCN(c2c(N3CCN(c4ccccn4)CC3)c(=O)c2=O)CC1
 : 2%	-3%	8%	3%	0%	-1%[2.3 µM]	x	-3%	0%	-9%	-0.5%
- c1ccc(SCCOCCn2cncn2)cc1
 : 2%	3%	12%	-17%	-6%	-8%	0%	4%	9%	3%	-0.9%
- CC1CCCN(S(=O)(=O)c2ccc(Br)s2)C1 (centres undefined)
 : 1%	-10%	-9%	16%	-3%	9%	0%	2%	-4%	0%	0.5%
- Brc1cc2c(cc1COc1ccc(-c3nn[nH]n3)cc1)OCO2
 : 1%	-21%	4%	9%	2%	1%	3%	-4%	-15%	3%	4.6%
- CN(C)c1ccc(C(=O)c2ccc(N(C)C)c(N)c2)cc1N
 : -5%	0%	-7%	u	-1%	-17%	0%	u	13%	x	0.6%[0.369 µM]
- Cc1cc(=O)n2nc(N3CCCC(C(=O)NCc4ccc5c(c4)OCO5)C3)sc2n1 (centres undefined)
 : 3%	-3%	u	9%	-1%	1%	0%	-10%	6%	4%	0.6%
- COC(=O)c1ccc(Cl)c(NS(=O)(=O)c2ccc3c(c2)OCCO3)c1
 : 0%	6%	16%	-13%	-2%	0%	0%	0%	10%	10%	-2.0%
- CCOC(=O)C(C(=O)OCC)c1cc(Br)c2noc3c2c1C(=O)c1ccccc1-3
 : -19%	u	u	25µM*	-8%	u	2%	2µM*	-19%	-2%	2.1%[57.5 µM]
- CCCSc1nc2c(c(=O)n1-c1ccc(OCC)cc1)SCC2
 : 0%	5%	-1%	-13%	-3%	-4%	-4%	12%	-10%	-10%	0.4%
- O=C(CSc1ncn[nH]1)c1ccc2c(c1)OCO2
 : -2%	-19%	-9%	-14%	-1%	-4%	0%	1%	1%	-1%	-2.7%
- CCCCn1c(CN2CCN(CCO)CC2)nc2ccccc21
 : 3%	11%	-2%	-3%	0%	-2%	0%	5%	4%	-1%	-3.7%[57.5 µM]
- O=C(O)c1nccnc1C(=O)Nc1ccc(Br)cn1
 : -3%	-1%	1%	x	-10%	-6%	x	-1%	-6%	-8%	-1.2%
- COC(=O)[C@@H]1C2CCC(C(=O)Nc3ccccc3)(CC2)[C@@H]1C(=O)OC
 : 2%	-3%	-13%	11%	-6%	-4%	0%	-2%	9%	-5%	3.0%
- O=C(CCCNS(=O)(=O)c1cccc2nsnc12)NCc1ccc(F)cc1
 : 1%	4%	4%	-8%	-4%	-6%	0%	-11%	5%	-6%	-4.9%
- O=C(c1ccco1)N1CCC2(CC1)CCN(c1ccc(-c3ccccc3)cc1)CC2
 : 0%[11.4 µM]	5%	10%	-4%	0%	-12%	-2%[9.22 µM]	-21%	4%	-7%	-1.6%
- O=C(O)CSc1ccc2ccccc2n1
 : 2%	-14%	-7%	15%	-3%	3%	-1%	6%	5%	1%	x
- O=C(COC(=O)C1COc2ccccc2O1)Nc1ccc2c(c1)CCC2 (centres undefined)
 : -1%	-6%	-21%	22%	3%	-3%	1%	-1%	0%	-6%	6.2%
- O=C(Cn1c(=O)c2c(ncn2Cc2ccccc2)n(Cc2ccccc2)c1=O)N1CCCC1
 : 2%	1%	-5%	u	-2%	1%	0%	0%	-4%	3%	0.1%[57.5 µM]
- O=C(NCC(c1cccnc1)N1CCN(c2ccc(F)cc2)CC1)C1CCCCC1 (centres undefined)
 : 1%	6%	-18%	26%	1%	-2%	1%	7%	0%	-9%	-0.5%
- Cc1ccccc1C(=O)NC1CCN(Cc2nnnn2Cc2ccccc2)CC1
 : -1%	10%	u	u	-2%	-8%	0%	1%	-3%	3%	-0.3%
- COc1ncc2nc(-c3ccc(F)cc3)c(=O)n(CCC#N)c2n1
 : 0%[11.4 µM]	u	u	1%	8%	-2%	5%[9.22 µM]	2%	5%	-1%	-0.2%
- O=S(=O)(Nc1ccccc1F)c1ccc2nsnc2c1
 : 0%	-13%	-7%	-14%	0%	0%	-2%	-4%	-3%	-8%	1.3%[9.22 µM]
- Cc1ccc(-c2nnc(SCC(=O)N3CCCC3)o2)cc1
 : 0%	14%	3%	9%	-1%	0%	0%	0%	16%	8%	x
- CCOC(=O)c1ccc(N2C(=O)CC(N3CCN(C(=O)c4ccco4)CC3)C2=O)cc1 (centres undefined)
 : 1%	3%	u	5%	-2%	-4%	2%	-2%	-1%	-3%	-2.8%[57.5 µM]
- COc1ccccc1CNC(=O)CCC(=O)Nc1nnc(C)s1
 : -6%	-21%	u	-6%	-10%	-2%	4%	14%	8%	-2%	-0.7%
- CCN(CC)CCNc1nc2c(c(=O)n(C)c(=O)n2C)n1C/C=C(/C)Cl
 : -1%	17%	3%	-23%	-10%	-3%	1%	0%	2%	1%	x
- Cc1ccc(-[n+]2cc(=O)o[nH]2)cc1
 : 1%[11.4 µM]	7%[11.4 µM]	-1%[7.6 µM]	-7%[11.5 µM]	-8%[11.4 µM]	0%[11 µM]	-2%[9.22 µM]	-12%[11.4 µM]	-21%[11.4 µM]	9%[9.17 µM]	-1.5%[9.22 µM]
- CCCCn1c(=O)n(CC(=O)NCc2ccc(C)cc2)c(=O)c2c1nc(CO)n2CCC
 : 1%	26%	-8%	-21%	u	0%	1%	-11%	-8%	2%	-0.2%[57.5 µM]
- CCOc1ccc(/C(O)=C2/C(=O)C(=O)N(CC3CCCO3)C2c2ccc(C)o2)cc1 (centres undefined)
 : -2%	u	-12%[7.6 µM]	-11%	2%[11.4 µM]	-6%[11 µM]	0%	6%[11.4 µM]	41%[activator][11.4 µM]	-6%[9.17 µM]	0.9%[0.0738 µM]
